N370S GC mod: qHTS Assay for Inhibitors and Activators of N370S glucocerebrosidase as a Potential Chaperone Treatment of Gaucher Disease | N370S GC spleen homogenate, 4MU-glucoside fluorescence | Potency, µM (highest dose often 59.4 µM), for inactives: at the top dose activity change, negative = inhibition, hits mostly inhibitors | 0.092% of 330,000 active | AID 2101, 2009;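 further: 0% = full enzyme activity and -100% = no enzyme basal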
TDP1 block: qHTS Assay for Inhibitors of Tyrosyl-DNA Phosphodiesterase (TDP1); Potency, µM (top dose mostly 130 µM), for inactives: at the highest dose activity change, negative = inhibition, hits mostly inhibitors; Tyrosyl-DNA phosphodiesterase 1 (Homo sapiens), Q9NUW8; recombinant TDP1, AlphaScreen DNA substrate cleavage; 0.28% of 350,000 active; AID 485290, 2010; further: nearly all actives have a fitted effect of over 40% in size
Target sequence (Q9NUW8 whole entry, looked up): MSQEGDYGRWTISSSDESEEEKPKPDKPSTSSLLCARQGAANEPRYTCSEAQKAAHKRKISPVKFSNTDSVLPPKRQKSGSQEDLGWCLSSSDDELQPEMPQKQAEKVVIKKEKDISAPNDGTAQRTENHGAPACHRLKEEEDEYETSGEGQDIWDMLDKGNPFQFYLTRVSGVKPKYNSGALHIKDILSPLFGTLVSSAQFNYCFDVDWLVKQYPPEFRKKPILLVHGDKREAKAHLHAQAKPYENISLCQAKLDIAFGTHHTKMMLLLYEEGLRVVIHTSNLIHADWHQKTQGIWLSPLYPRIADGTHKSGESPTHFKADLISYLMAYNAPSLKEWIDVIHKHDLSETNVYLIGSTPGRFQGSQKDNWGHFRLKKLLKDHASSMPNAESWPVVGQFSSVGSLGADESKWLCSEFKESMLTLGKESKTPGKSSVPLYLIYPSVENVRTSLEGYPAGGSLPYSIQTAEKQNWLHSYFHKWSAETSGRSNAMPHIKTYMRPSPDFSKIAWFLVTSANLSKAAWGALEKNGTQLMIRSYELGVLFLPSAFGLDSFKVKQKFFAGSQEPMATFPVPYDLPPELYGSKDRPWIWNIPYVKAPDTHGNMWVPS
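AlphaScreen read-out: signal falls as enzyme removes the 3' tyrosine-FITC from a 5'-biotinylated DNA oligo (15 nM, 5 min, RT). Enzyme was E. coli-made recombinant Tdp1 at 1 nM, exposed to compound for 15 min beforehand; beads 10 ug/ml, 10 min.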
FEN1 inh: qHTS Assay for the Inhibitors of Human Flap endonuclease 1 (FEN1) | Potency, µM (highest dose often 114 µM), for inactives: at the top dose activity change, negative = inhibition, actives largely listed as inhibitors | P39748 | Recombinant FEN1 flap cleavage, fluorescence, 15 min | 0.35% of 390,000 active; further: nearly all actives have a fitted effect of over 65% in size
Target sequence (P39748 whole entry, looked up): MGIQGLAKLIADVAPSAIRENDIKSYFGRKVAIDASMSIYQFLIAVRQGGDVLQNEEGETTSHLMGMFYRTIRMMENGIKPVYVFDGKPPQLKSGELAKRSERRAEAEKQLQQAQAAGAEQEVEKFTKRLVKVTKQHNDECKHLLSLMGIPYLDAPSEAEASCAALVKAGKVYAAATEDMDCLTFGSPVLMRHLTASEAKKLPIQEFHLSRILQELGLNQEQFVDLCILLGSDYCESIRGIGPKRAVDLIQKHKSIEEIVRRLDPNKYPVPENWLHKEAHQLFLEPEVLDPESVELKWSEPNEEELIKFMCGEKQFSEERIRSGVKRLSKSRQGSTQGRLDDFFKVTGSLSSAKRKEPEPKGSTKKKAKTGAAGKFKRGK
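Potency values derive from four-parameter Hill fits of normalized qHTS data. The reaction used 10 nM FEN1 preincubated 15 min at room temperature with compound, then 50 nM DNA substrate, read at 0 and 15 min.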
The depositor's hits bear a star; ? = inconclusive; / = no result given; & = joins results of further samples; [ ] = remark or other dose. The call rests on the fitted dose curve; in most records, active means well fitted curve in the direction sought with a large enough effect; inconclusive means small, poorly fitted or top-dose-only effect, or another doubt; inactive means no such curve, though single readings can be large; an effect the other way counts as inactive or inconclusive. Unless noted, on the % scale 0 is the no-effect control and ±100 the full control effect; potency means the concentration at half of the fitted maximal effect.

SMILES	N370S GC mod	TDP1 block	FEN1 inh
COc1ccnc(Oc2ccc(C)cc2C)c1C#N	2.3%	3.1%	11.7%
CCOc1cc(/C=C2\SC(=N)N(c3nonc3N)C2=O)ccc1OCC(N)=O	5.2%	3.4%	1.3%
Cc1ccc(CNC(=O)Cn2ncn3cccc3c2=O)cc1	-14.8%	/	15.5%
Cc1ccc(NC(=O)CSc2ncc3ccccn23)cc1C	0.8%	-3.5%	9.2%
CCN(CC)c1ccc(S(=O)(=O)N2CCCCC2)cc1NC(=O)C1CSC2(C)CCC(=O)N12 (stereo not drawn)	/	0.3%	1.1%
O=C(O)c1ccccc1-c1cn2cc(Cl)ccc2n1	-4.7%	1.3%	-2.3%
CC[C@@H]1C(c2ccccc2)=NN(c2ccccc2)[C@H]1C(=O)N1CCOC1=O	5.0%[89.1 µM]	-8.8%[56.1 µM]	-6.0%
O=C(c1cc2ccccc2o1)N1CCN(c2ccccn2)CC1	-13.3%	9.5%	-1.4%
CC1CC(C)CN(CCCNC(=O)C2CCN(c3ncnc4c3sc3cccc(F)c34)CC2)C1 (stereo not drawn)	-11.0%	2.6%	/
COc1ccc(NC(=O)Nc2cn(CC(C)C)c(=O)c3ccccc23)c(OC)c1	/	0.0%	-10.0%
C=CCOc1ccc(/C=C2\SC(=S)N(N3CCOCC3)C2=O)cc1	1.4%	5.5%	0.4%
COc1cc(OC)cc(C(=O)Nc2nnc(Cc3ccc(OC)c(OC)c3)s2)c1	-7.4%	5.3%	-2.6%

One compound at a time, as listed above.
Profile of `COc1ccnc(Oc2ccc(C)cc2C)c1C#N` = N370S GC mod = 2.3%; TDP1 block = 3.1%; FEN1 inh = 11.7%
Profile of `CC1CC(C)CN(CCCNC(=O)C2CCN(c3ncnc4c3sc3cccc(F)c34)CC2)C1` (stereo not drawn) = N370S GC mod = -11.0%; TDP1 block = 2.6%; FEN1 inh = /

Next part
SMILES	N370S GC mod	TDP1 block	FEN1 inh
CCCCN(C(=O)Nc1ccc(Cl)cc1)C1CCN(C(C)=O)CC1	-1.6%	5.7%&3.5%	4.2%&3.7%
COc1ccc(Cn2c(=O)c3oc4ccccc4c3n(Cc3cccc(C(F)(F)F)c3)c2=O)cc1	/	-2.6%	-14.7%
COc1ccc(CC(=O)NCCCc2ccccc2)cc1OC	-7.1%	/	-11.9%
O=C(Oc1ccc(Cl)c2cccnc12)c1cccnc1	1.7%	/	-6.4%
CC1CCCCN1CCNC(=O)C1CCN(S(=O)(=O)c2cccc3cccnc23)CC1 (stereo not drawn)	4.2%	2.2%	18.4%
COC(=O)C1=C(C)N(c2ccc(OC)c(OC)c2)C(=O)/C1=C\c1ccco1	1.9%	1.2%	2.1%
CCOC(=O)c1sc(=NC(=O)c2cccc(Br)c2)n(C)c1C	6.3%	2.4%	16.6%
Cc1ccc(NC(=O)Cn2nc(-c3ccco3)ccc2=O)cc1Cl	1.4%	4.1%	-1.7%
Cc1cccc(NS(=O)(=O)c2ccc3c(c2)CCN3C(=O)CCC(=O)O)c1	-4.3%	/	2.8%
Cc1cc(C)n(-c2cc(-n3nc(C)cc3C)ncn2)n1	8.3%	5.1%	-10.7%
CCCn1nnnc1SCC(=O)c1ccc2c(c1)OCCO2	4.5%	1.1%	1.6%
CCOc1ccc(-c2nonc2NC(=O)c2oc3ccc(Cl)cc3c2C)cc1	/	-2.3%	1.9%
CCOc1ccc(NC(=O)Nc2ccc3c(c2)N(C)C(=O)CS3)cc1	-21.3%	8.7%	-5.5%
CCCCn1c(C(C)NC(=O)c2ccccc2)nc2ccccc21 (stereo not drawn)	/	0.0%	9.8%
O=C(O)c1nccnc1C(=O)N1CCN(c2ccccc2)CC1	-2.8%	-13.3%	-7.6%
CCOC(=O)C1=NN(c2cccc(C)c2)C2(S1)SC(C(C)=O)=C(C)N2c1ccccc1 (stereo not drawn)	22.1%	-6.6%	-10.8%
CC(=O)Nc1ccccc1C(=O)C(=O)Nc1cccc(C(=O)NCC2CCCO2)c1 (stereo not drawn)	5.0%	2.9%	0.5%
CC(Oc1cccnc1[N+](=O)[O-])C(=O)N1CCc2ccccc21 (stereo not drawn)	/	2.3%	-7.4%
CC(C)[C@H](NC(=O)Nc1cccc(C(F)(F)F)c1)C(=O)O	8.4%	5.3%	-9.5%
O=C(CNc1cc(S(=O)(=O)N2CCOCC2)ccc1N1CCOCC1)Nc1cccc(C(F)(F)F)c1	/	-1.3%	-8.9%
COc1cc2c(cc1OC)C(COc1cccc(C(F)(F)F)c1)NCC2 (stereo not drawn)	-3.8%	3.6%	-9.0%
Cc1nn(CC(=O)NC(C)C(C)C)c(C)c1S(=O)(=O)N1CCCCC1 (stereo not drawn)	?	-0.1%	1.7%
Cc1ccc(C(=O)NC2CCS(=O)(=O)C2)cc1S(=O)(=O)N1CCOCC1 (stereo not drawn)	-3.1%	4.5%	-3.0%
Cc1cc(SCC(=O)Nc2ccc(O)cc2)n2ncc(-c3ccccc3)c2n1	13.3%	0.0%	0.5%
CCc1ccc(Nc2nnc(SC(C)C(=O)NC3CC3)s2)cc1 (stereo not drawn)	/	0.4%	2.5%
CCCCNc1ccc(C(CC(N)=O)NC(=O)Cc2ccc(Br)cc2)cc1[N+](=O)[O-] (stereo not drawn)	-6.3%	5.0%	-2.9%
COc1ccc(-c2ccc(NS(=O)(=O)c3ccc(C(C)=O)cc3)cc2)nn1	/	1.8%	-8.4%
Nn1c(SCc2ccccc2)nc2c(cnn2-c2ccccc2)c1=O	-0.8%	0.0%	-3.4%
OCCC1CN(Cc2cccn2-c2ccccn2)CCN1Cc1ccccc1 (stereo not drawn)	-0.5%	3.6%	17.5%
COc1ccc(C(CNC(=O)COc2ccc(Cl)c(C)c2)N2CCCCC2)cc1 (stereo not drawn)	-16.6%	1.4%	-9.9%
CCOC(=O)N1CCN(C(=O)CN(c2cccc(OC)c2)S(C)(=O)=O)CC1	-11.5%	7.0%	6.6%
O=C(O)c1cc(-c2ccc(Cl)cc2)n(-c2ccc(F)cc2)n1	0.1%	/	-5.0%
Cc1c(C(=O)NCC2CCCO2)sc2nc(-c3ccc(F)cc3)cn12 (stereo not drawn)	7.0%	3.1%	16.4%
COc1ccccc1CN1CC(C(=O)NCCN2CCOC2=O)CCC1=O (stereo not drawn)	3.8%	4.7%	8.2%
Cc1cc(C)nc(NC(=O)Nc2ccc(F)cc2F)n1	24.1%	1.4%	21.4%
CN(C)c1nc(SCC(=O)Nc2ccc(Cl)c(Cl)c2)nc(N2CCOCC2)n1	0.5%	?	7.1%
CCC(Sc1nc2nccnc2c(=O)n1Cc1ccccc1Cl)C(=O)NC1CCCCC1 (stereo not drawn)	/	-7.8%	-7.5%
CCCC(=O)NCCc1nc2cc([N+](=O)[O-])ccc2n1C	-2.8%	2.4%	?
CO[C@@H]1COC(=O)CCC[C@@H](C)[C@H](OC)COC(=O)[C@H](Cc2ccccc2)NC(=O)C/C=C\[C@H]1C	-0.9%[12.8 µM]	5.8%[21 µM]	/
COc1c(O)ccc(/C=N\NC(=O)c2ccc3c(c2)OCO3)c1[N+](=O)[O-]	-20.6%	/	-2.7%
Cc1ccc(N(CC(=O)NC2CCCC2)C(=O)CCC(=O)Nc2ccccn2)cc1C	-1.1%	7.1%	4.9%
Cc1cccc(OCC(=O)Nc2cccc(C(=O)OCc3cc(=O)n4c(C)csc4n3)c2)c1	/	3.8%	-8.1%
Cc1nn(-c2ccccc2)c2[nH]c(=O)cc(C(F)(F)F)c12	3.8%	5.0%[0.0935 µM]	0.4%
O=C1N=C(N2CCOCC2)S/C1=C\c1ccc(-c2ccccc2Cl)o1	3.8%	-2.3%	2.7%
COc1ccc(C)cc1S(=O)(=O)N(CC(=O)NCc1ccco1)c1ccc(C)cc1	-6.0%	0.6%	3.6%
COc1ccc(C=NNC(=O)c2cc(C)oc2C)cc1O	/	1.9%	-3.2%
COC(=O)c1c(NC(C)=O)sc(C(=O)Nc2ccccc2)c1C	1.8%	-2.4%	8.6%
O=[N+]([O-])c1ccc(OCCCCN2CCCCC2)cc1	-4.7%	0.0%	1.7%
Cc1cccc(NC(=O)c2sc(C)nc2C)c1	14.3%	1.1%	-0.5%
Cn1c(=O)c2c(nc(NCc3ccccc3)n2C)n(C)c1=O	5.4%	3.1%	-6.1%
COc1ccc(-c2nc3c(c(=O)c4ccccc4n3C)c(=O)n2Cc2ccccc2)cc1	9.5%	0.0%	-0.6%
COCC(=O)N(CCc1ccccc1)Cc1cc2cc(C)ccc2nc1Cl	0.6%	/	-11.3%
CCCC[C@H](NC(=O)[C@H](CO)NC(=O)[C@H](Cc1ccc(O)cc1)NC(=O)[C@H](CO)NC(C)=O)C(=O)N[C@@H](CCC(=O)O)C(=O)N[C@@H](Cc1cnc[nH]1)C(=O)N[C@H](Cc1ccccc1)C(=O)N[C@@H](CCCNC(=N)N)C(=O)N[C@@H](Cc1c[nH]c2ccccc12)C(=O)NCC(=O)N[C@@H](CCCCN)C(=O)N1CCC[C@H]1C(=O)N[C@H](C(N)=O)C(C)C	-0.2%	14.1%	/
COc1ccc(NC(=O)CSc2nc3c(sc4ccccc43)c(=O)n2CCCN2CCCC2)cc1	27.8%	8.1%	?
CC(C)CNC(=S)NC1CCCC1	7.1%	1.3%	4.0%
COc1ccc(C(=O)ON=C2C=C(C)C(=O)C(C)=C2)cc1	6.4%	0.0%	-2.1%
CN(C)S(=O)(=O)c1ccc(N2CCCC2)c(C(=O)Nc2ccccc2Br)c1	17.6%	0.4%[0.505 µM]	-6.3%
CCn1c(-c2ccc([N+](=O)[O-])cc2)n[nH]c1=S	-20.1%	2.9%	-0.7%
C[C@@H](C(=O)OCC(=O)c1ccccc1)N1C(=O)C2CCCCC2C1=O (stereo partly drawn)	/	-2.7%	-5.9%
COCCCNC(=O)c1cc(-c2cccnc2)nc2ccc(S(=O)(=O)N3CCCCCC3)cc12	-24.0%	0.6%	17.6%
CCCNC(=O)CN1C(=O)COc2ccc(S(=O)(=O)N3CCCCCC3)cc21	0.8%	1.7%&3.5%	-10.7%&-9.4%

Gathered by group, the entries above containing an aryl methoxy group.
SMILES	N370S GC mod	TDP1 block	FEN1 inh
COc1ccnc(Oc2ccc(C)cc2C)c1C#N	2.3%	3.1%	11.7%
COc1ccc(NC(=O)Nc2cn(CC(C)C)c(=O)c3ccccc23)c(OC)c1	/	0.0%	-10.0%
COc1cc(OC)cc(C(=O)Nc2nnc(Cc3ccc(OC)c(OC)c3)s2)c1	-7.4%	5.3%	-2.6%
COc1ccc(Cn2c(=O)c3oc4ccccc4c3n(Cc3cccc(C(F)(F)F)c3)c2=O)cc1	/	-2.6%	-14.7%
COc1ccc(CC(=O)NCCCc2ccccc2)cc1OC	-7.1%	/	-11.9%
COC(=O)C1=C(C)N(c2ccc(OC)c(OC)c2)C(=O)/C1=C\c1ccco1	1.9%	1.2%	2.1%
COc1cc2c(cc1OC)C(COc1cccc(C(F)(F)F)c1)NCC2 (stereo not drawn)	-3.8%	3.6%	-9.0%
COc1ccc(-c2ccc(NS(=O)(=O)c3ccc(C(C)=O)cc3)cc2)nn1	/	1.8%	-8.4%
COc1ccc(C(CNC(=O)COc2ccc(Cl)c(C)c2)N2CCCCC2)cc1 (stereo not drawn)	-16.6%	1.4%	-9.9%
CCOC(=O)N1CCN(C(=O)CN(c2cccc(OC)c2)S(C)(=O)=O)CC1	-11.5%	7.0%	6.6%
COc1ccccc1CN1CC(C(=O)NCCN2CCOC2=O)CCC1=O (stereo not drawn)	3.8%	4.7%	8.2%
COc1c(O)ccc(/C=N\NC(=O)c2ccc3c(c2)OCO3)c1[N+](=O)[O-]	-20.6%	/	-2.7%
COc1ccc(C)cc1S(=O)(=O)N(CC(=O)NCc1ccco1)c1ccc(C)cc1	-6.0%	0.6%	3.6%
COc1ccc(C=NNC(=O)c2cc(C)oc2C)cc1O	/	1.9%	-3.2%
COc1ccc(-c2nc3c(c(=O)c4ccccc4n3C)c(=O)n2Cc2ccccc2)cc1	9.5%	0.0%	-0.6%
COc1ccc(NC(=O)CSc2nc3c(sc4ccccc43)c(=O)n2CCCN2CCCC2)cc1	27.8%	8.1%	?
COc1ccc(C(=O)ON=C2C=C(C)C(=O)C(C)=C2)cc1	6.4%	0.0%	-2.1%
